Screens deposited in PubChem by Sanford-Burnham Center for Chemical Genomics.
TAG inh = inhibitors of triacylglycerol accumulation, primary screen, cell-based, uHTS, fluorescence, H9c2; H9c2 cells, Nile Red lipid (TAG) fluorescence; cells loaded with 200 µM oleic acid; inhibition, % at 12.5 µM; 230,000 tested, 0.66% active; AID 651582, 2012;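 active = pattern-corrected inhibition of lipid staining of at least 50% with the nuclear-stain viability signal not falling by more than 50%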;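 note: 0% = DMSO wells and 100% = triacsin C control wells; some results filed as inactive read as strong as hits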
TAG inh DAPI viability = further read-out of TAG inh, marked with its call; DAPI nuclei signal change (viability), lower = more cytotoxic, %;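 whole-well DAPI fluorescence read on a plate reader as a viability signal; minus 50 percent equals half of cells still viable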
Numbers without * were called inactive. Only part of the results is shown (hit frequency here may not be typical).

The opening 14 compounds, to show the layout:
SMILES | TAG inh | TAG inh DAPI viability
Brc1ccc2[nH]c3c(c2c1)CCC3 | -17.0 | -2.4
CCC(CO)N=CC1=C(O)C(C(=O)c2ccccc2)CCC1=O (stereo unspecified) | -32.8 | 12.0
COc1ccc(-c2nnn(CC(=O)N(CC3CCCO3)C(C(=O)NC(C)(C)C)c3ccco3)n2)cc1OC (stereo unspecified) | 16.0 | -6.9
O=c1ccnc(Nc2ccc(Cl)cc2)[nH]1 | 2.5 | 2.5
COc1cc(CN2CCN(c3ncccn3)CC2)cc(OC)c1 | -4.3 | 2.2
O=C(CN1CCOCC1)OCCCc1ccccc1 | -6.7 | 0.3
CCOc1ccc2nc(S(=O)(=O)NC(=O)C3(C)CCN3C(=O)c3cccc(F)c3)sc2c1 (stereo unspecified) | 6.5 | 10.0
Cc1[nH]c2ccccc2c1C(=O)C(C)OC(=O)C1CCC1 (stereo unspecified) | -22.6 | 12.1
CCCN(CC(=O)Nc1ccccc1C)C(=O)c1ccc(-c2ccccc2)cc1 | -4.3 | -2.5
CCn1ncc(NC(=S)Nc2ccc3c(c2)OCO3)c1C(N)=O | -3.0 | 5.8
CN1CCN(C(=O)Nc2ccc([N+](=O)[O-])cc2)CC1 | 2.3 | -4.1
O=C(CN1C(=O)C2CC=CCC2C1=O)Nc1ccc(F)cc1F (stereo unspecified) | 20.0 | -9.1
CCN(Cc1cc(=O)n2cc(Cl)c(C)c(Cl)c2n1)Cc1nc2ccccc2c(=O)[nH]1 | 10.0 | -13.0
CCOC(=O)c1c(C=O)c(C)n(Cc2ccccc2)c1C | -13.5 | -5.2

The whole of this part, from the first entry:
SMILES | TAG inh | TAG inh DAPI viability
Brc1ccc2[nH]c3c(c2c1)CCC3 | -17.0 | -2.4
CCC(CO)N=CC1=C(O)C(C(=O)c2ccccc2)CCC1=O (stereo unspecified) | -32.8 | 12.0
COc1ccc(-c2nnn(CC(=O)N(CC3CCCO3)C(C(=O)NC(C)(C)C)c3ccco3)n2)cc1OC (stereo unspecified) | 16.0 | -6.9
O=c1ccnc(Nc2ccc(Cl)cc2)[nH]1 | 2.5 | 2.5
COc1cc(CN2CCN(c3ncccn3)CC2)cc(OC)c1 | -4.3 | 2.2
O=C(CN1CCOCC1)OCCCc1ccccc1 | -6.7 | 0.3
CCOc1ccc2nc(S(=O)(=O)NC(=O)C3(C)CCN3C(=O)c3cccc(F)c3)sc2c1 (stereo unspecified) | 6.5 | 10.0
Cc1[nH]c2ccccc2c1C(=O)C(C)OC(=O)C1CCC1 (stereo unspecified) | -22.6 | 12.1
CCCN(CC(=O)Nc1ccccc1C)C(=O)c1ccc(-c2ccccc2)cc1 | -4.3 | -2.5
CCn1ncc(NC(=S)Nc2ccc3c(c2)OCO3)c1C(N)=O | -3.0 | 5.8
CN1CCN(C(=O)Nc2ccc([N+](=O)[O-])cc2)CC1 | 2.3 | -4.1
O=C(CN1C(=O)C2CC=CCC2C1=O)Nc1ccc(F)cc1F (stereo unspecified) | 20.0 | -9.1
CCN(Cc1cc(=O)n2cc(Cl)c(C)c(Cl)c2n1)Cc1nc2ccccc2c(=O)[nH]1 | 10.0 | -13.0
CCOC(=O)c1c(C=O)c(C)n(Cc2ccccc2)c1C | -13.5 | -5.2
COc1cc(-c2ccc(NC(C)=O)c(OC)c2)ccc1NC(C)=O | 12.8 | -0.7
Cc1ccc(NC(=S)NC2CCN(Cc3ccccc3)CC2)cc1C | -3.1 | -1.2
CCOC(=O)c1sc(NC(=O)CSc2nc(-c3ccco3)cc(C(F)(F)F)n2)c(C(=O)OCC)c1C | 11.3 | 10.3
COc1cccc(NC(=S)N2CCN(S(=O)(=O)c3ccc(F)cc3)CC2)c1 | 15.4 | -0.3
OC(c1ccccc1)c1nc(-c2cncnc2)cs1 (stereo unspecified) | -8.1 | 1.4
CC(=O)c1ccc(OCCCC(=O)NCC(c2ccco2)N(C)C)cc1 (stereo unspecified) | 41.0 | -20.4
CCC(C)Sc1nc2c(c(=O)[nH]c(=O)n2C)n1Cc1ccc(Cl)cc1 (stereo unspecified) | 7.0 | 2.4
CCN1C(=O)/C(=C\N(C)C)S/C1=N\S(=O)(=O)c1ccc(C)cc1 | -12.0 | -7.8
NC(=O)[C@@H]1CCCN1Cc1nc(Cc2ccccc2Cl)no1 | -22.7 | -2.1
Cc1cccc(C)c1OCc1cc(C(=O)N2CCC[C@H]2C(N)=O)no1 | 10.9 | 2.1
COc1ccc(-c2cc(C(F)F)n3ncc(C(=O)N4CCN(C(=O)c5ccco5)CC4)c3n2)cc1 | 20.9 | -1.2

Remaining list, next part
SMILES | TAG inh | TAG inh DAPI viability
Cc1nnc(NC(=O)CSc2nnc(CNC(=O)c3ccccc3F)n2C(C)C)s1 | -9.3 | 6.4
O=C(OCC(=O)N1CCCc2ccccc21)c1cccc(C(F)(F)F)c1 | -12.9 | -0.9
COc1cccc(Cl)c1NC(=O)N1CCN(c2ccnc3cc(Cl)ccc23)CC1 | -8.5 | 7.5
COc1cc([N+](=O)[O-])ccc1NC(=O)COC(=O)C1=NN(c2ccccc2)C(=O)CC1 | 1.3 | 25.4
CCOc1ccc(CNC(=O)C2CCN(C(=O)N3CC(C)Oc4ccccc43)CC2)cc1 (stereo unspecified) | -2.1 | -7.6
COCCn1c(=O)[nH]c2cc(C(=O)NCCN3CCN(c4ccccc4)CC3)ccc2c1=O | 27.6 | -8.9
CCOC(=O)Cn1nc(C)cc1NC(=O)c1cccnc1 | 6.6 | 47.1
Cc1ccc(S(=O)(=O)N(C)CC(=O)N2CCN(C(=O)c3ccco3)CC2)cc1 | -17.5 | -3.8
O=S(=O)(c1ccc(F)cc1)c1nc(-c2ccc(F)cc2)oc1NCCN1CCOCC1 | -0.9 | -15.2
CCOC(=O)C1(C)C(C(=O)OC)=C(c2ccc(OC)cc2)c2ccccc2N1C(=O)OC (stereo unspecified) | 2.0 | -6.5
O=C(c1ccc(=O)oc1)N1CCN(c2ccc(F)cc2)CC1 | -0.6 | 8.4
C=CCN(c1ccccc1OC)S(=O)(=O)c1cccc(C(=O)Nc2nnc(C3CC3)s2)c1 | 0.3 | -3.7
COc1ccc(-c2csc(NC(=O)C3CCCCN3S(=O)(=O)c3ccccc3)n2)cc1 (stereo unspecified) | 26.6 | -8.8
Cn1cnnc1-c1cccc(NC(=O)c2cc(F)c(F)cc2Cl)c1 | 5.9 | -5.1
CC(C)C[C@@H](CN1CCCC1CN1C(=S)NC[C@@H]1Cc1ccc(O)cc1)N1C[C@H](Cc2ccccc2)N(CC2CCCCCC2)C1=S (stereo partly specified) | 73.6 | -61.1
CSc1nc2nc(Cl)c(Cl)nc2[nH]1 | -1.3 | 9.8
COc1ccc(C(=O)OCn2nnc3ccccc3c2=O)cc1 | -5.4 | -4.6
Cc1cccc(Oc2ccc(S(=O)(=O)N3CCCCC3)cc2N)c1 | 2.5 | -2.2
COc1ccc(OC)c(/C=N/n2c(C)nc3ccccc3c2=O)c1 | 6.1 | -1.7
COc1cc(C(=O)NCCNc2nc3cc(C)ccc3cc2C#N)cc(OC)c1OC | -8.3 | 2.2
Cc1nn(C)c(C(=O)N/N=C/c2cccnc2)c1Br | 2.9 | 1.5
O=C(NC(=S)Nc1ccc(N2CCCCC2)c(Cl)c1)c1cccs1 | -1.1 | 8.6
Cc1c(C(=O)N2CCN(C(=O)c3ccco3)CC2)oc2c(Cl)cccc12 | -11.8 | -2.8
COC(=O)c1ccc(S(=O)(=O)N2CCC(C(N)=O)CC2)n1C | -0.9 | -0.8
CS(=O)(=O)c1nc(S(=O)(=O)c2ccc(Cl)cc2)c(NCc2ccccn2)s1 | -9.0 | -3.8

(cont.)
SMILES | TAG inh | TAG inh DAPI viability
COc1ccc(-c2cc(C3CC3)nc3sc(C#N)c(N)c23)cc1 | 18.2 | 14.6
COCCSc1nnc(NC(=O)CCS(=O)(=O)Cc2ccccc2)s1 | -3.1 | 7.6
CCCCn1c(=N)n(CC(O)c2ccccc2)c2ccccc21 (stereo unspecified) | 16.2 | 1.5
Cc1ccc(Cl)cc1NC(=O)Nn1cnnc1 | 0.1 | -0.1
COC(=O)c1nc[nH]c1[N+](=O)[O-] | -12.3 | 6.6
COc1ccc(C(CNS(=O)(=O)c2cccc(F)c2)N2CCCC2)cc1 (stereo unspecified) | -2.6 | 4.6
Cc1ccc(CNC(=O)CSc2nc(=O)n3ccccc3n2)cc1 | -3.5 | -0.1
O=C(CN1CCN(Cc2ccccc2)CC1)NC(=O)NCc1ccco1 | -9.6 | 1.0
CC(=O)c1cccc(OC(=O)Oc2cccc(C(C)=O)c2)c1 | 0.5 | -1.1
S=C(NCCc1ccccc1)N1CCn2cccc2C1c1ccncc1 (stereo unspecified) | -6.9 | 6.0
CC(Oc1ccc(Cl)cc1)C(=O)Nc1ccccc1C(=O)N1CCOCC1 (stereo unspecified) | 10.4 | 0.4
CCC(C(=O)OCn1nnc2ccccc2c1=O)c1ccccc1 (stereo unspecified) | -12.6 | -2.2
Cc1cc(C)n(Cc2ccc(C(=O)NCc3ccco3)o2)n1 | -0.2 | -8.4
O=C(COC(=O)c1ccc(S(=O)(=O)N2CCOCC2)cc1)Nc1ccccc1F | 2.3 | 0.4
Cc1ccc(-c2c[n+](CC(=O)c3cccs3)c3n2CCC3)cc1 | -15.5 | 6.7
CCCC(O)(CCC)C(=O)NN(C(=O)CCl)c1cccc(C)c1 | 27.4 | -7.6
CC1(C(=O)NS(=O)(=O)c2ccc(F)cc2F)CCN1C(=O)c1cccc(F)c1 (stereo unspecified) | -2.7 | 2.8
Cc1nc(-c2nnc(SCC(=O)Nc3ccc(C(F)(F)F)cc3)n2C)cs1 | -9.9 | 11.9
CC(C)c1ccc(/C=N/NC(=O)c2cccc(Cl)c2)cc1 | -5.0 | -13.5
Cc1ccccc1N1C(=O)c2ccccc2N2C(=O)c3ccccc3C12 (stereo unspecified) | -2.9 | 1.3
Cc1cccc(Nc2nnc(SCC(=O)NC(=O)CN3CCCC3=O)s2)c1 | -14.0 | 2.2
COc1ccccc1CCNC(=O)CC1C(=O)NCCN1CCCc1ccccc1 (stereo unspecified) | -7.1 | -7.4
CN(C)c1ccc(CNC(=O)C2(C)Cc3c(-c4cccc(C(F)(F)F)c4)ccnc3O2)cc1 (stereo unspecified) | 17.4 | 0.3
COc1ccccc1NC(=S)N1CCN(C(c2ccccc2)c2ccccc2)CC1 | -19.9 | 8.6
CCOC(=O)C1CCN(C(=O)c2ccccc2NS(=O)(=O)c2ccc(C)cc2)CC1 | -9.3 | -8.8

Following part.
SMILES | TAG inh | TAG inh DAPI viability
Cc1ccc2c(c1)c1c(n2CC(O)Cn2c(C)nc3ccccc32)/C(=N\O)CCC1 (stereo unspecified) | 18.5 | -1.6
COc1cccc(OCCOc2ccccc2[N+](=O)[O-])c1 | 10.2 | -4.0
O=C(NCCc1ccccc1)c1ccc(NC(=O)C2CC2)cc1 | -4.9 | 12.4
O=C(Cc1ccc(Br)cc1)N/N=C/c1cccnc1 | 19.2 | -25.5
Cc1ccc(C(=O)NCCN2C3=NC[C@H](Cc4ccc(O)cc4)N3C[C@H]2Cc2ccc(O)cc2)cc1Br | 6.2 | -2.4
Cc1oc2ccc(O)cc2c1C(=O)c1ccc(Br)cc1 | -11.7 | 16.8
Cn1c(N)c(C(=O)COC(=O)C2=COCCO2)c(=O)n(C)c1=O | 3.4 | -8.1
O=C(NCc1ccc(OC(F)(F)F)cc1)C1CC(c2cccc(F)c2)=NO1 (stereo unspecified) | 1.9 | 2.9
COc1ccc(-c2nn(-c3ccccc3)cc2C(=O)NC(=S)NNC(=O)c2ccncc2)cc1 | -4.5 | 2.8
CN(C)CCCN(Cc1cc2cc3c(cc2[nH]c1=O)OCO3)C(=S)NCc1ccco1 | -9.4 | 27.5
COC(=O)c1ccccc1NC(=O)Nc1cccnc1 | 3.7 | 2.9
COc1cc(/C=C(/C(=O)c2cccs2)c2nc3ccccc3[nH]2)ccc1O | -21.3 | 3.7
O=C(Nc1ccccc1)Oc1cccc2cccnc12 | 63.4* | -22.4*
CC(C)(C)CC(C)(C)c1ccc(O)c(CN2CCN(CCC#N)CC2)c1 | -3.4 | 5.3
CC1CC(C)CN(CC(=O)N2CCc3[nH]c4ccccc4c3C2)C1 (stereo unspecified) | -13.3 | -5.4
Nc1cc(=O)[nH]c(SCC(=O)N2CCN(S(=O)(=O)c3ccc4ccccc4c3)CC2)n1 | 7.6 | -5.2
C=CCSc1nc2ccccc2[nH]1 | -7.4 | 0.9
CCN(CC)C(=O)C12C(=O)Oc3ccccc3C1C2(C)C(=O)c1ccc(F)cc1 (stereo unspecified) | -7.4 | -8.2
CN(C)c1ccc(-c2csc(C(O)c3ccc(F)cc3)n2)cc1 (stereo unspecified) | -17.3 | -9.8
Cc1cc(NC(=O)c2sc(Nc3cccc(C(F)(F)F)c3)nc2N)no1 | 38.6 | -1.4
Cn1c(=O)c2ccccc2n(Cc2ccccc2Cl)c1=O | 1.1 | 6.8
Cn1cc(CNCCCn2ncc3ccccc32)c(-c2ccccc2F)n1 | -3.4 | -1.6
CCOC(=O)C(Cc1ccc(OC)c([N+](=O)[O-])c1)NC(=O)CCC(=O)Nc1ccc(C)cc1 (stereo unspecified) | 12.5 | -20.0
COC(=O)[C@@]1(Cc2ccccc2)[C@H]2C(=O)N(Cc3ccccc3)C(=O)[C@H]2[C@H]2CN=C(SCc3ccc(C#N)cc3)N21 | 49.9 | -11.9
C[C@@H](NC(=O)c1[nH]cnc1C(=O)Nc1ccon1)c1ccccc1 | -11.2 | 0.5

Next records follow:
SMILES | TAG inh | TAG inh DAPI viability
CSc1nsc(SC)c1NC(=O)N1CCCCC1 | -3.8 | 4.3
O=C(COC(=O)Cc1ccccc1F)NCc1ccccc1Cl | 2.9 | -0.8
CCOC(=O)C1(CCOc2ccccc2)CCN(Cc2cnc(C)s2)CC1 | -17.1 | 1.3
CCOc1ccccc1N=Cc1c(O)c2ccccc2oc1=O | 11.5 | -1.3
CCOC(=O)Cn1ncc(-c2ccccc2)c1N | -5.7 | 14.4
C[C@H](CO)N1C[C@H](C)[C@@H](CN(C)Cc2ccncc2)OCc2cnnn2CCCC1=O | 5.5 | 5.7
